Bioassay records as filed in PubChem BioAssay.
PAFAH2 inh: PAFAH2 (human) inhibition. hit rate 0.99% among 340,000. recombinant PAFAH2, FP-rhodamine activity probe, fluorescence polarization. AID 492956. Q99487. inhibition, % at 3.39 µM;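 active = inhibition above the mean over all tested compounds plus 3 SD, cut at about 30% in these data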;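 also: inhibitors block probe labeling of enzyme so polarization drops; 0% = enzyme with DMSO and 100% = wells lacking PAFAH2 protein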
TPT1 inh: inhibitors of Candida albicans tRNA 2'-phosphotransferase TPT1; recombinant caTPT1, FP RNA substrate dephosphorylation; inhibition, % at 5 µM; hit rate 0.81% among 300,000; AID 1962;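 active = inhibition above the mean of all tested compounds plus 3 SD, set per screening campaign, cut at about 24% in these data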;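 also: plate controls were DMSO alone for no effect and ferristatin control at 100 nM for full effect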
Fh CTSL1 inh: blocks F. hepatica cathepsin L1 in PFM18AAP counter-screen; recombinant F. hepatica cathepsin L1, Z-Leu-Arg-MCA fluorescence; hit rate 0.49% among 300,000; AID 1906; inhibition, % at 5.96 µM;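 active = inhibition above the mean of all tested compounds plus 3 SD, set per screening campaign, cut at about 17% in these data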;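 also: 0% = plate median of test compound wells and 100% = 1 µM Z-Phe-Ala-diazomethylketone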
HCV core dimer: blocks dimerization of HCV core protein; TR-FRET GST/Flag-core106 dimerization, 1536-well; hit rate 0.33% among 300,000; inhibition, % at 5 µM;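 active = inhibition above the mean of all tested compounds plus 3 SD, set per screening campaign, cut at about 45% in these data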
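Assay system – GST-tagged and Flag-tagged HCV core protein residues 1-106 · Quantity – core106 proteins, GST 13.5 nM and Flag 17 nM · Benchmarks – unlabelled core106 and no-GST-core106 wells · Read-out basis – percent inhibition of core106 dimerization signal · Detection – time-resolved FRET, ex 340 nm, em 617 and 671 nm · Schedule – 4 h at 22.5 °C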
PP5 primary: inhibitors of human protein phosphatase 5 (PP5). P53041. purified PP5c, OMFP substrate fluorescence. inhibition, % at 6.7 µM. hit rate 0.18% among 320,000;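 active = inhibition above the campaign's mean inhibition across all tested compounds plus 3 SD, cut at about 9.5% in these data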;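 also: 0% = DMSO only and 100% = 100 µM cantharidin control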
PP1 counter: counter-screen for PP5 inhibitors: inhibitors of human PP1-alpha. hit rate 0.9% among 320,000. inhibition, % at 6.7 µM. P62136. purified PP1alpha, OMFP fluorescence. AID 2235;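 active = inhibition above the mean inhibition of all tested compounds plus 3 SD, computed separately for each screening campaign, cut at about 15% in these data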
Target sequence (P62136 whole entry, looked up): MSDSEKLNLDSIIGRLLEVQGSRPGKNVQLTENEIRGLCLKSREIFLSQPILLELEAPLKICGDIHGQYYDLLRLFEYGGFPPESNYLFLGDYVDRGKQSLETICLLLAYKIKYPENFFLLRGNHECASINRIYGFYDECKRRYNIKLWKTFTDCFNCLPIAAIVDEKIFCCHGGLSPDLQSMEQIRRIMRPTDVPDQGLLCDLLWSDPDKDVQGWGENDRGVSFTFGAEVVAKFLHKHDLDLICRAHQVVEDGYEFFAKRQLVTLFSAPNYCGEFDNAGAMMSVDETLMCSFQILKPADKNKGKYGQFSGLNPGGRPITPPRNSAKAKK
AHR act: activates the human aryl hydrocarbon receptor; P35869; AHR-responsive luciferase reporter cells, luminescence; hit rate 2.5% among 320,000; activation, % at 5 µM; in the data active = activation above about 47%;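 also: 0% = vehicle wells and 100% = reference agonist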
procasp7 counter: counter-screen: procaspase-7 (human) activation. hit rate 0.093% among 330,000. recombinant procaspase-7, Ac-DEVD-pNA absorbance 405 nm; D23A/D198A/D206A triple mutant, cannot self-cleave; scale: DMSO 0, 5 µM enzyme 100. P55210. activation, % at 8.5 µM;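 active = percent activation above the screen-wide mean plus 3 SD, cut at about 25% in these data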
Target sequence (P55210 whole entry D23A/D198A/D206A): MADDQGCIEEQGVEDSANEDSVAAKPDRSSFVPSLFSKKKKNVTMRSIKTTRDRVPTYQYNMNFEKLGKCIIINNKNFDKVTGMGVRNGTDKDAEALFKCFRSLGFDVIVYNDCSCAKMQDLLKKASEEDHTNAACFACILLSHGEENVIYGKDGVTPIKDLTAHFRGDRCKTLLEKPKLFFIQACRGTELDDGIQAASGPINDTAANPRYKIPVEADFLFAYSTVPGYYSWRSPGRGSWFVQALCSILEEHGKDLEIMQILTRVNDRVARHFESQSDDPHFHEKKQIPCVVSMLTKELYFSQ
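Assay system: Uncleavable procaspase-7 mutant enzyme | Input: 2 µM procaspase-7 mutant as dispensed | Timing: 1 h compound preincubation, 2 h substrate cleavage, 25 °C | Repeats: One well per compound | Control set: DMSO wells as 0%, DMSO with 5 µM added PC-7 as 100% | Technique: Epi-absorbance of released pNA at 405 nm, two timepoints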
procasp3 activ: activates human procaspase-3 | activation, % at 8.5 µM | AID 463141 | P42574 | hit rate 0.11% among 330,000 | recombinant procaspase-3 D3A, Ac-DEVD-pNA absorbance 405 nm;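 active = activation above the mean of all tested compounds plus 3 SD, cut at about 21% in these data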;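 also: 0% = DMSO alone and 100% = DMSO wells spiked with extra 5 µM PC-3 D3A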
Target sequence (P42574 whole entry D9A/D28A/D175A): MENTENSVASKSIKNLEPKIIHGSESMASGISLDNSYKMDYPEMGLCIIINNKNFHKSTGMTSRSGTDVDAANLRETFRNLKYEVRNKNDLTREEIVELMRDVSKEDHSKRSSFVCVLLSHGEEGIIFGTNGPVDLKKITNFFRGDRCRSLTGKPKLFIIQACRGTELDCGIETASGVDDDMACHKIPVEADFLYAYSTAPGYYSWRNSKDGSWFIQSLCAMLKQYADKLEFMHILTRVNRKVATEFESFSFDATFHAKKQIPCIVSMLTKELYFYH
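Test system: Procaspase-3 D3A mutant; medium: Zinc-free HEPES/NaCl buffer with 0.01% Triton X-100 at pH 7.4; reagent: DEVD-pNA substrate; doses: one concentration, 8.5 µM nominal, 0.8% DMSO; times: 1 h preincubation plus 2 h reaction at 25 °C; signal: Epi-absorbance at 405 nm of released p-nitroaniline, 0 and 120 min; replicates: singlicate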
* = called active by the depositor; x = not tested or not shown.

SMILES	PAFAH2 inh	TPT1 inh	Fh CTSL1 inh	HCV core dimer	PP5 primary	PP1 counter	AHR act	procasp7 counter	procasp3 activ
COc1ccc(C(=O)Nc2nc3ccc4nc(C)sc4c3s2)cc1	-44	4	1	-29	1.4	8	-4	13	2
CCOC(=O)c1sc(N2C(=O)C(O)=C(C(=O)c3ccc(C)o3)C2c2ccc(OC)c(OC)c2)nc1C (stereo not drawn)	-2	4	-2	-14	1.5	37*	10	-51	-10
Cn1c(=O)c2c(nc(Sc3ncnn3CC(=O)NC3CCCCC3)n2C)n(C)c1=O	-11	3	0	-8	2.6	1	0	0	5
COc1ccc(S(=O)(=O)NCC(=O)NC2CC2)cc1OC	-1	-3	-1	7	-0.3	-1	0	7	-6
CC(OC(=O)c1cccs1)C(=O)NCc1cccs1 (stereo not drawn)	0	-10	-9	0	1.3	0	2	3	-6
Cc1cc(C)n(NC(=S)NC2CCCC2)c(=O)c1C#N	-3	-2	-3	-8	1.9	-5	-2	0	7
CCCCNC(=O)c1sc(=S)n2c1[nH]c(=O)c1ccc(C(=O)NCCc3ccc(OC)c(OC)c3)cc12	12	-1	1	-10	2.3	3	2	-14	-4
CCC1=C(OC(=O)N(CC)CC)N2C(=O)OC(=NCC(=O)OC)[C@]2(C)[C@H]2C1=CC[C@H]1C(=O)N(CC)C(=O)[C@H]12	-7	-5	1	-16	0.0	-1	-2	6	-6
O=c1c2ccccc2nc(-c2ccc(Cl)cc2)n1C1CCS(=O)(=O)C1 (stereo not drawn)	-3	0	1	-1	-1.2	-3	2	1	5
Cc1ccc(N2C(=O)C(Cl)=C(Nc3c(C)n(C)n(-c4ccccc4)c3=O)C2=O)cc1	3	2	-8	-4	0.9	-1	4	-7	-15
CC(=O)N(Cc1ccc(F)cc1)Cc1nc2ccccc2c(=O)[nH]1	2	-5	0	0	0.9	-2	3	-4	-9
CCOc1ccc(CNC(=O)CCCn2nc(C)c3c(C)n(-c4ccc(C)cc4)nc3c2=O)cc1	-1	2	0	12	3.3	2	2	5	1
COC(=O)C1=C(C(=O)OC)[C@@H]2N(Cc3ccccc3)c3ccccc3[C@@]23C[C@@H](C(=O)OC)N(C(=O)c2cccs2)C3=N1	10	-2	-5	18	3.9	3	-2	1	-2
CCOc1ncccc1C(=O)OCC(=O)Nc1ccc2c(c1)OCO2	32*	3	-9	32	3.1	-2	5	8	-1
O=S(=O)(NC1CCCCC1NCc1ccco1)c1ccccc1 (stereo not drawn)	1	1	-3	6	0.7	-3	8	-13	-2

Entries from the list above that have two or more sulfur atoms:
SMILES	PAFAH2 inh	TPT1 inh	Fh CTSL1 inh	HCV core dimer	PP5 primary	PP1 counter	AHR act	procasp7 counter	procasp3 activ
COc1ccc(C(=O)Nc2nc3ccc4nc(C)sc4c3s2)cc1	-44	4	1	-29	1.4	8	-4	13	2
CC(OC(=O)c1cccs1)C(=O)NCc1cccs1 (stereo not drawn)	0	-10	-9	0	1.3	0	2	3	-6
CCCCNC(=O)c1sc(=S)n2c1[nH]c(=O)c1ccc(C(=O)NCCc3ccc(OC)c(OC)c3)cc12	12	-1	1	-10	2.3	3	2	-14	-4

Next part.
SMILES	PAFAH2 inh	TPT1 inh	Fh CTSL1 inh	HCV core dimer	PP5 primary	PP1 counter	AHR act	procasp7 counter	procasp3 activ
COc1ccc(/C=N/OCC(=O)N2CC3(C)CC2CC(C)(C)C3)cc1OC (stereo not drawn)	-2	-1	-4	8	-0.8	2	-2	-6	3
CCCn1c(SCC(=O)N2CCN(C(=O)c3ccco3)CC2)nc2ccccc2c1=O	x	-1	1	0	1.0	-1	1	8	1
COc1ccc(S(=O)(=O)N2CCN(C(=O)Nc3ccccc3OC)CC2)cc1	7	0	-6	-9	2.6	-2	-4	-1	-4
N/C(COc1cccc(Cl)c1)=N\NS(=O)(=O)c1ccccc1	-10	-4	7	-5	0.1	5	4	-7	6
Cc1cc2oc(C(=O)Nc3nonc3C)c(C)c2cc1Cl	5	-2	2	-4	-2.7	-4	13	4	3
C/C(=N\NC(=O)CC1N=C(Cc2ccccc2)NNC1=O)c1ccc(Cl)cc1Cl (stereo not drawn)	0	-2	1	0	1.5	-1	2	8	0
O=C(Cn1cnc2ccccc2c1=O)Nc1nnc(SCc2ccc(Cl)cc2)s1	0	2	2	9	2.5	-5	0	-4	11
Cc1ccc(SCCOCCN2CCOCC2)cc1	0	1	-4	6	-0.7	0	1	17	3
Cc1ccc(NC(=S)N/N=C/c2c(Cl)cccc2Cl)c(C)c1	-21	1	2	11	2.3	2	41	-1	-2
CCCCC(=O)NNC(=S)NC(=O)CCC	-5	-9	-5	-9	1.8	1	1	-2	-7
Cc1csc(CNC(=O)C2CCC(=O)N(CCc3cccc(F)c3)C2)n1 (stereo not drawn)	-9	-1	1	4	3.2	-4	1	7	-3
CCc1c(C)nc(N2CCN(c3ccc(Cl)cc3)CC2)[nH]c1=O	2	4	-2	-1	-2.8	-3	-5	4	6
COCC(=O)N(c1ccc(C(C)C)cc1)C1C=CS(=O)(=O)C1 (stereo not drawn)	0	1	-2	4	-0.1	-2	1	-3	7
Nc1c(C(=O)NCCC2=CCCCC2)sc2ccc(S(=O)(=O)N3CCCCC3)cc12	-11	-1	0	10	1.6	4	4	-21	-9
CCC(=O)Nc1cccc(C2=NOC3(C2)C[C@@H](C(N)=O)N(C(=O)c2cc([N+](=O)[O-])cc([N+](=O)[O-])c2)C3)c1 (stereo partly drawn)	2	1	-1	-7	3.3	-2	2	9	-5
COc1ccc(-c2n[nH]c(=S)n2-c2ccc(C)cc2)cc1OC	2	-1	-1	0	-0.7	-1	7	-11	-2
O=C(O)c1ccc(NC(=O)C2C3CCC(O3)C2C(=O)O)cc1 (stereo not drawn)	1	5	4	2	79*	75*	0	11	-11
Cc1cc(=O)oc(C)c1C(=O)NC12CC3CC(CC(C3)C1)C2	4	-3	-4	0	0.9	2	1	7	7
CCOc1ccc(Br)cc1C(=S)N1CCCC1	-3	-2	3	8	1.5	1	-1	-5	-2
Cc1cccc(OCCCC(=O)Nc2ccc(Cl)c(S(=O)(=O)N3CCOCC3)c2)c1	1	x	x	x	3.1	1	-1	-10	-3
CCCCCCCCNC(=O)C(CCC(=O)OCc1ccccc1)NC(C)=O (stereo not drawn)	4	-2	0	6	4.3	-1	-3	-6	5
Oc1ccc(CNc2ccc(F)cc2)c2cccnc12	7	0	-4	-7	2.1	5	4	-13	-3
CCCC(=O)N1CCN(c2nnc(-c3ccccc3)c3ccccc23)CC1	-8	-1	7	2	0.2	0	2	4	0
O=C(O)CCn1nnc(-c2ccccc2)n1	x	0	-4	-3	4.7	0	-2	-8	12
O=C(NCC(c1cccs1)N1CCOCC1)c1ccc([N+](=O)[O-])cc1 (stereo not drawn)	4	2	-2	-7	-1.2	0	0	4	-4
C/C(=N\Nc1ccc(Cl)c(C(=O)O)c1)c1ccc[nH]1	13	4	3	-15	-0.3	-1	8	-6	-3
Brc1cccc(-c2nc(-c3ccncc3)no2)c1	4	1	2	-7	2.6	3	52*	-16	-2
O=C(/C=C/c1ccc(Cl)cc1)N1CCN(c2ccc([N+](=O)[O-])c(N3CCOCC3)c2)CC1	9	2	4	3	2.5	1	1	2	-7
Cn1c(=O)[nH]c(=O)c2c1nc(SCC(=O)O)n2CCCc1ccccc1	2	-1	6	-18	-9.5	-8	4	-7	-3
CN(Cc1cccc2ccccc12)C(=O)c1cc(COc2c(F)cccc2F)on1	0	0	3	13	3.5	-1	-1	4	7

Pulled one by one from the list above:
SMILES	PAFAH2 inh	TPT1 inh	Fh CTSL1 inh	HCV core dimer	PP5 primary	PP1 counter	AHR act	procasp7 counter	procasp3 activ
Brc1cccc(-c2nc(-c3ccncc3)no2)c1	4	1	2	-7	2.6	3	52*	-16	-2
COc1ccc(-c2n[nH]c(=S)n2-c2ccc(C)cc2)cc1OC	2	-1	-1	0	-0.7	-1	7	-11	-2
C/C(=N\Nc1ccc(Cl)c(C(=O)O)c1)c1ccc[nH]1	13	4	3	-15	-0.3	-1	8	-6	-3

Continuation:
SMILES	PAFAH2 inh	TPT1 inh	Fh CTSL1 inh	HCV core dimer	PP5 primary	PP1 counter	AHR act	procasp7 counter	procasp3 activ
CCc1ccc(-c2nn(-c3ccccc3C)cc2C(=O)N2CCN(C3CCS(=O)(=O)C3)CC2)cc1 (stereo not drawn)	1	x	x	x	-2.0	-2	1	6	-2
CCc1ccc(CNc2ccc(N3CCN(C(C)=O)CC3)cc2)cc1	-8	-7	-2	-19	3.8	3	6	-14	-8
COc1ccc(N2CC(C(=O)NCc3ccco3)CC2=O)cc1 (stereo not drawn)	4	-1	-1	6	1.6	-5	0	0	-4
CCOc1ccc(CCNC(=O)COC(=O)c2nccnc2N)cc1OCC	2	2	1	-2	-0.7	-8	-3	7	-2
O=C(OCc1c(-c2ccccc2)ncc2ccccc12)c1cccs1	1	x	x	x	x	x	3	8	7
COc1cc(SC)ccc1C(=O)NC1CCCCC1	0	-5	5	4	0.5	-4	-8	3	-2
O=c1cc(-c2ccc(O)cc2)oc2cc(O)c(C3OC(CO)C(O)C(O)C3O)c(O)c12 (stereo not drawn)	6	2	-1	-13	1.4	-4	0	8	6
CN=C1SC(CC(=O)Nc2cccc(C(F)(F)F)c2)C(=O)N1C (stereo not drawn)	4	3	2	1	1.2	-1	3	-5	-3
COc1cc(C(c2nnnn2C2CCCC2)N2CCN(C)CC2)cc(OC)c1OC (stereo not drawn)	-3	-3	-2	-2	1.4	1	-2	-8	-4
CC1CCCC(NC(=O)COC(=O)Cc2c[nH]c3ccccc23)C1C (stereo not drawn)	15	-3	3	2	1.2	0	4	7	2
COc1ccccc1NS(=O)(=O)c1cc([N+](=O)[O-])ccc1N/N=C/c1sc(N2CCOCC2)nc1-c1ccccc1	-12	97*	4	20	0.3	-5	0	-4	0
